High-throughput results: PubChem BioAssay, several laboratories
PMI act satM6P: PMI (human) activation, high substrate. 0.34% of 190,000 active. activation factor at 20 µM. coupled PMI enzyme assay, resazurin fluorescence, 20 min; hits give high values; 1 = untreated enzyme, 0 = substrate-free blank. P34949;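 active = activation factor of 2 or more at 20 µM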
Target sequence (P34949 whole entry, looked up): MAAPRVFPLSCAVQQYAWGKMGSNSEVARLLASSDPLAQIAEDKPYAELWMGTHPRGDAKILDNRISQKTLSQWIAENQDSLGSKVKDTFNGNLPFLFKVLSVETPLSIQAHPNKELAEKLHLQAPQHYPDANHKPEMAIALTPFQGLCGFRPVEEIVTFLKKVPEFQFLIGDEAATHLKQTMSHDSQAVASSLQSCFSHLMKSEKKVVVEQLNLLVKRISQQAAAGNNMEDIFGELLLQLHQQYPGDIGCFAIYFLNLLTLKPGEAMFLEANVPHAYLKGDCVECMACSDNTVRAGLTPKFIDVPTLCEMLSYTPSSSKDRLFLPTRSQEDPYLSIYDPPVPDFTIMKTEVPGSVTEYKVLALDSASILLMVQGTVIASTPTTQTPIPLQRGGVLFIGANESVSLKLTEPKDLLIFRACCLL
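test system = human PMI in coupled enzyme assay | medium = HEPES-buffered pH 7.4 with magnesium and detergent | also added = 1.0 mM mannose-6-phosphate substrate with 0.22 mM NADP+ | compound = 20 µM single dose | times = 20 min incubation at room temperature | measured by = resorufin fluorescence (Ex 544/Em 590 nm) from resazurin via diaphorase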
FLuc act counter: firefly luciferase counter-screen for stimulation assays; P08659; activation factor at 10 µM; ATPlite luciferase biochemical, luminescence, 10 min; 0 = ATP-free wells, 1 = DMSO control; 200,000 tested, under 10 active; AID 1027;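 active = luciferase activation factor, scaled between plate controls, of at least 2 with compound at 10 µM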
Target sequence (P08659 whole entry, looked up): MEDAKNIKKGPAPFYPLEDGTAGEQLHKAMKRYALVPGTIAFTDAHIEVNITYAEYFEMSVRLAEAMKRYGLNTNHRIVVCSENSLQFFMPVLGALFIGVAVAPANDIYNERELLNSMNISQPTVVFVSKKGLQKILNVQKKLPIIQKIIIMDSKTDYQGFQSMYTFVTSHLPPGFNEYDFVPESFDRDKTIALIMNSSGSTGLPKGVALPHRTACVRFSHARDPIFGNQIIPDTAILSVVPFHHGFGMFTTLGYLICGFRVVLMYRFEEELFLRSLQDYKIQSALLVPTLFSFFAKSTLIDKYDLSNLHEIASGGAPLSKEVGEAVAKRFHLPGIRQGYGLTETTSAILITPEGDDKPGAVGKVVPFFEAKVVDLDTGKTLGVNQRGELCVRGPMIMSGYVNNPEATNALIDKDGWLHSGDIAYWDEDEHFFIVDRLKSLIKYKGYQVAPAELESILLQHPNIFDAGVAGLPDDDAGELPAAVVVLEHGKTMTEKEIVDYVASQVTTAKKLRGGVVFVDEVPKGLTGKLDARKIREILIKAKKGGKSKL
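Assay system: Luciferase/luciferin detection reagent, cell-free biochemical luciferase assay / Read-out: luciferase activation / Benchmarks: No-ATP low control, compound-free enzyme-plus-ATP high control / Medium: PBS buffer for ATP / Detection: luminescence measurement of luciferase light output / Schedule: 10 min at ambient temperature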
bIAP activator: increases bovine intestinal alkaline phosphatase activity; purified bovine IAP, CDP-star luminescence, 30 min; hits give high values; fold of DMSO-control signal, blank-subtracted; activation factor at 20 µM; 0.17% of 200,000 active;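 active = activation factor of 2 or more at 20 µM, a signal rise over negative controls twice the positive control's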
FLuc inh counter: counter-screen for luciferase assay inhibitors: firefly luciferase inhibition. P08659. ATPLite firefly luciferase biochemical luminescence, 10 min. inhibition, % at 10 µM. 1.5% of 200,000 active;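 active = inhibition above about 50% when tested at 10 µM, limit read from the data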
TNAP inh noacc: blocks human TNAP activity with no phosphate acceptor present. P05186. purified TNAP, CDP-star luminescence, 30 min. inhibition, % at 20 µM. 0.26% of 200,000 active. AID 1012;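 active = tissue-nonspecific alkaline phosphatase inhibition above about 50% at 20 µM in the single-dose screen, limit read from the data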;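 also: 0% = DMSO negative control and 100% = EDTA positive control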
PMI act: phosphomannose isomerase (human) activation. P34949. purified human PMI, coupled resazurin fluorescence, 20 min; hits give high values; 1 = vehicle control, 0 substrate-free wells. activation factor at 20 µM. 0.005% of 190,000 active. AID 1214;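 active = activation factor of 2 or more at 20 µM, relative to plate controls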
TNAP act hi DEA: activators of human TNAP at high phosphate acceptor concentration | P05186 | purified TNAP, CDP-star luminescence, 1 M DEA, 30 min; hits give high values; 0 = EDTA background, 1 = DMSO-only activity | activation factor at 20 µM | 200,000 tested, under 10 active;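 active = activation factor at least 2 at 20 µM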
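Assay system: human TNAP; Input: enzyme diluted 1/800 final; Reagent: CDP-star luminogenic substrate at 100 µM final; Timing: 30 min, room temperature; Signal: luminescence; Evaluation: TNAP activation factor scaled between EDTA and DMSO control wells.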
TNAP inh hiacc: inhibitors of human TNAP at high phosphate acceptor concentration; purified TNAP, CDP-star luminescence, 1 M DEA; P05186; 0.03% of 200,000 active; inhibition, % at 20 µM;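 active = over 50% inhibition of tissue-nonspecific alkaline phosphatase at 20 µM in the single-dose screen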;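 also: plate controls were DMSO wells for no effect and EDTA-quenched wells as full inhibition for full effect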
NF-kB neuron act: NF-kB expression increase, human neuronal cells. NF-kB reporter expression; hits give high values. fold change at 12.5 µM. 1.6% of 190,000 active. AID 1239; in the data active = fold change above about 3.3
APP 5'UTR act: APP 5'UTR luciferase reporter activation; activation, % at 2 µM; 1% of 190,000 active; AID 1276; SH-SY5Y APP 5'UTR luciferase reporter, luminescence; zero percent = DMSO vehicle wells;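 active = activation above a set limit, based on mean plus 3 SD of controls, cut at about 140% in these data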; also: values of inactives mirror those of a sister screen read the other way
Active calls of the source: *; · = not tested or not shown; & = joins results of further samples.

SMILES	PMI act satM6P	FLuc act counter	bIAP activator	FLuc inh counter	TNAP inh noacc	PMI act	TNAP act hi DEA	TNAP inh hiacc	NF-kB neuron act	APP 5'UTR act
COC(=O)c1sc2ncccc2c1OCc1ccccc1Cl	0.8	1.1	0.8	-5	-3	0.8	1	0	1.5	12
CC(C)C(=O)Nc1cccc(NC(=S)NC(=O)c2ccc([N+](=O)[O-])cc2)c1	1	1.1	0.9	-10	20	1.1	1	-3	1	29
N/C(=N\OC(=O)c1ccc(Cl)cc1)c1cccnc1	1	0.1	1	94*	-6	1	1	-3	2.5	45
Cc1csc(NC(=O)C2CCN(S(=O)(=O)c3ccc4c(c3)oc(=O)n4C)CC2)n1	1	1	1	-4	-16	1	1.1	-8	1.1	4
CN(C)C=NC(=O)c1cc(C(=O)c2ccccc2Cl)c[nH]1	0.9	1	1	-3	-6	0.9	1	-4	1.1	6
CN(C(=O)CC(NC(=O)c1ccccc1)(c1ccccc1)c1ccccc1)c1ccccc1	1	1.1	1	-7	-9	0.9	1	-4	0.8	-8
COc1ccc(C(=O)NCCCN2CCOCC2)cc1S(=O)(=O)N1CCCc2ccccc21	0.9	1.1	1.2	-5	-4	0.9	1	-1	0.96	6
CC[n+]1c(/C=C2\C=C(C)CC(C)(C)C2)sc2ccccc21	1.7	1	0.8	-2	-5	1.2	1	-3	1.4	-11
O=C(Nc1ccc2c(c1)OCCO2)C1c2ccccc2C(=O)N2CCc3ccccc3C12 (configuration not stated)	1	1.1	0.9	-10	-7	1.1	1.1	-7	1.1	5
CCc1ccc(N2C(=O)CN(Cc3cc(OC)c(OC)c(OC)c3)C2=S)cc1	0.9	1	0.7	1	2	0.9	1	-3	0.77	-7
O=C(c1cccc2ccccc12)N1CCN=C1SCc1ccc([N+](=O)[O-])cc1	0.8	1	1	-2	1	0.8	1	-1	0.67	17
O=S(=O)(Nc1cccc(-c2cn3cccnc3n2)c1)c1ccc(F)cc1	1.2	1.1	0.9	-6	-2	1.2	1.1	-7	0.86	-6
COc1ccc(NC(=O)CC2CCCC2)cc1S(=O)(=O)N1CCCCC1	0.9	1	0.9	-1	-22	0.8	1	-1	1.4	6
C=CCn1c(SCC(=O)Nc2ccc(F)cc2)nc2cc(C(=O)O)ccc2c1=O	1	1.1	1	-6	-9	1.1	1	-5	1.6	-12
CC(C)(C)c1ccc(C(=O)N2CCC(=O)N(C(COCc3ccccc3)Cc3ccccc3)CC2)cc1 (configuration not stated)	1.1	1.1	0.9	-7	-2	1	1.1	-11	0.42	9
CC(C)n1cc(-c2ccc(Cl)cc2)cc(C#N)c1=O	1.1	1	0.7	1	-16	1	1	-5	1.4	16
CS(=O)(=O)N1CCC(Oc2ccccc2C(=O)N2CCNC(=O)C2)CC1	1	1	1.1	-4	-4	1	1	-3	1	-16
CCc1c(C)sc(NC(=O)CC#N)c1C#N	1	1.1	1.1	-5	-2	0.9	1	1	0.53	14
Cc1cc(C)nc(N(C#N)Cc2cccc3ccccc23)n1	0.9	1	1	-2	-8	0.8	1	-4	1.2	-20
COc1cc(C(=O)NNC(=O)c2ccc(NC(C)=O)cc2)cc(OC)c1OC	1.1	1.1	1	-8	-13	1	1.1	-5	1.6	-11
COc1ccc(CNC(=O)c2ccc(C(C)(C)C)cc2)cc1	0.9	1	1	3	-7	0.8	1.1	-5	2.8	37
COC(=O)C1=C(C)NC(=O)NC1c1ccc(-c2ccc(Cl)cc2)o1 (configuration not stated)	0.9	1	0.9	-4	-13	0.9	1.1	-6	1.1	4
Cc1ccc(Cl)cc1N1CCN(C(=O)C2(S(=O)(=O)c3ccc(Cl)cc3)CC2)CC1	0.8	1.1	1	-8	-4	0.8	1.1	-8	1.1	5
Cc1ccc2c(c1)-c1c(cnn1CC(=O)Nc1ccccc1N1CCN(C)CC1)CO2	0.9	1.1	1	-9	-5	0.8	1.1	-5	0.86	-5
O=C(c1cccc(F)c1F)N1CCCC1	1.1	1	1.1	-2	-7	1	1	-2	1.4	-17
CC(=O)N1CC2(NC(=O)c3ccccc3N2)c2ccccc21 (configuration not stated)	1	1	1	-4	-12	1	1	-4	1.1	8
COc1ccc(NC(=O)N2CCN(S(C)(=O)=O)CC2)cc1OC	0.9	1.1	0.9	-7	6	1	1.1	-6	1.1	-26
COC(=O)c1sc(-c2ccccc2)cc1NC(=O)c1ccc(OC)cc1	0.9	1	0.9	-2	-7	0.9	1	-2	1.6	0
COc1ccc(/C=N/NC(=O)c2cccc(Br)c2)cc1Cn1cc(Cl)cn1	1	1	0.9	-5	6	0.8	1	0	1.1	0
CCn1c(=O)n(CC(=O)Nc2cccc(OC)c2)c(=O)c2ccccc21	0.9	1.1	1.1	-5	-5	0.9	1	-1	1.1	12
Cc1ccc(NC(=O)c2cc(N3C(=O)C=CC3=O)ccc2N2CCOCC2)cc1Cl	1.6	0.9	1	10	-6	1.3	1.1	-6	0.99	-77
COc1cc(OC)c(OC)cc1/C=C/C(=O)c1ccc(NS(=O)(=O)c2ccc(C)cc2)cc1	0.6	1	0.7	-2	8	0.8	0.9	10	0.97	9
COc1cccc(NC(=S)N2CCCC2c2ccc(OC)c(OC)c2)c1 (configuration not stated)	0.9	1	1.1	1	-14	0.9	1	0	1.5	16
CCC(/C=C1\Sc2ccc(OC)cc2N1CCO)=C\c1sc2ccc(OC)cc2[n+]1CCO	0.9	0.5	0.8	50	48	0.8	0.8	23	0.16	-7
CC(C)(C)c1cnnn1-c1ccc(-c2csc(N)n2)cc1	0.9	1	0.8	-4	-3	0.8	1	0	0.76	3
O=c1cc(CSc2nnnn2-c2ccccc2)nc(Nc2ccc(F)cc2)[nH]1	1	1.1	1.1	-14	2	1.1	1.1	-6	0.9	·
COC(=O)c1cc2ccsc2n1CC(=O)N1CCCc2ccccc21	1	1	1.1	2	-10	0.9	1	-3	0.9	-9
CNC(=O)C1CCC(=O)N1Cc1ccccc1Cl (configuration not stated)	1	1	0.7	0	-4	1	1	2	1	-10
Cc1ccc(N2C(=O)NC(NC(=O)C3CC3)(C(F)(F)F)C2=O)cc1 (configuration not stated)	0.9	1.1	0.9	-8	-4	1	1.1	-6	1.3	11
CCOCCOC(=O)CCSc1n[nH]c(=O)[nH]c1=O	1	1	1	-3	-11	1	1	-2	1.3	17

Just NF-kB neuron act, bIAP activator and APP 5'UTR act, for some of the entries so far:
SMILES,NF-kB neuron act,bIAP activator,APP 5'UTR act
CC[n+]1c(/C=C2\C=C(C)CC(C)(C)C2)sc2ccccc21,1.4,0.8,-11
O=C(Nc1ccc2c(c1)OCCO2)C1c2ccccc2C(=O)N2CCc3ccccc3C12 (configuration not stated),1.1,0.9,5
CCc1ccc(N2C(=O)CN(Cc3cc(OC)c(OC)c(OC)c3)C2=S)cc1,0.77,0.7,-7
O=C(c1cccc2ccccc12)N1CCN=C1SCc1ccc([N+](=O)[O-])cc1,0.67,1,17
O=S(=O)(Nc1cccc(-c2cn3cccnc3n2)c1)c1ccc(F)cc1,0.86,0.9,-6
COc1ccc(NC(=O)CC2CCCC2)cc1S(=O)(=O)N1CCCCC1,1.4,0.9,6

(more compounds)
SMILES	PMI act satM6P	FLuc act counter	bIAP activator	FLuc inh counter	TNAP inh noacc	PMI act	TNAP act hi DEA	TNAP inh hiacc	NF-kB neuron act	APP 5'UTR act
Cc1cccc(-n2ncc3c(N4CC(C)CC(C)C4)ncnc32)c1 (configuration not stated)	0.8	0.8	1	19	2	0.9	1.1	-6	2.3	·
Cc1cc(-c2ccccc2C(=O)O)on1	0.9	1	1	-1	-9	0.9	1	-4	1.1	-2
COC(=O)Nc1ncc(CN2CCc3ccccc3C2)s1	0.9	1	1.3	-2	-10	0.9	1.1	-6	1.2	-12
COCCNC(=O)c1onc(CSc2ccccc2F)c1C(=O)O	1	1.1	1	-6	-10	0.9	1	-1	0.9	4
CC(=O)N1CCN(C(=O)CCc2nc3ccccc3c(=O)[nH]2)CC1	0.9	1.1	0.9	-8	-10	1	1	-4	1.2	-8
CCC(C)NC(=O)COC(=O)c1ccccc1OCC(=O)Nc1ccc(Br)cc1 (configuration not stated)	1.2	1	0.8	-4	-35	1.1	1.1	-6	1.3	-5
Cc1cc(NS(=O)(=O)c2ccc(NC(=O)c3cc(-c4ccccc4Cl)nc4ccccc34)cc2)no1	1	1	1	-4	2	1	1	0	0.97	-22
COc1ccc(NC(=O)COC(=O)C23CCC(=O)N2c2ccccc2S3)cc1 (configuration not stated)	1.1	1.1	1	-5	-8	1.1	1	1	1.2	-13
CC(/C=C\c1cccnc1)=C/C(=O)O	0.9&0.9	1&1.1	1.1&0.7	-2&-5	-6&-8	1&1	1&1	2&0	1.2&1.1	-14&-9
CCn1c(CC(=O)Nc2ccc(C)cc2)nnc1SCC(=O)N1CCN(c2ccccc2)CC1	1	1	1.1	2	-8	0.9	1	-1	1.1	8
Cc1cc(C)n(C(=O)c2ccc(C)o2)n1	1	1.1	1.1	-6	-9	1	1.1	-5	1.1	-2
COc1ccc2cc(C(=O)O)ccc2c1	1	1	1	-2	-10	1	1	-4	0.95	0
Cc1ccccc1-c1n[nH]c(=S)n1C	1	1	1.2	-1	19	1.1	1	-4	0.88	6
CCN(CC)C(=O)Oc1ccccc1NC(C)=O	0.9	1.1	0.9	-6	-19	0.9	1.1	-8	1.1	-11
O=C(CCS(=O)(=O)CCN1CCOCC1)NCNC(=O)CCS(=O)(=O)CCN1CCOCC1	·	1.1	1	-7	-5	·	1	-2	1.1	3
O=c1[nH]c2ccccc2cc1CN(c1ccccc1)S(=O)(=O)c1ccccc1	0.6	1	1.3	-2	-2	0.9	1	1	1.2	1
CCn1c(=S)[nH]c2cc(S(=O)(=O)N3CCCCC3)ccc21	1	1.1	1.2	-7	-15	0.9	1	-5	1.4	30
CC(=O)NC1(C(F)(F)F)N=C(c2ccccc2)NC1=O (configuration not stated)	1.1	1.1	1	-7	-10	1.1	1.1	-6	0.98	17

Random excerpt: 2 records from the list, in no set order.
SMILES	PMI act satM6P	FLuc act counter	bIAP activator	FLuc inh counter	TNAP inh noacc	PMI act	TNAP act hi DEA	TNAP inh hiacc	NF-kB neuron act	APP 5'UTR act
CCn1c(=S)[nH]c2cc(S(=O)(=O)N3CCCCC3)ccc21	1	1.1	1.2	-7	-15	0.9	1	-5	1.4	30
COc1ccc2cc(C(=O)O)ccc2c1	1	1	1	-2	-10	1	1	-4	0.95	0

The order is random (roughly 3.6% active in at least one column).
